tim23-1 inh – tim23-1 yeast growth inhibition; inhibition, % at 20 µM; S. cerevisiae tim23-1 growth, BacTiter-Glo luminescence, 24 h; hit rate 1.3% among 330,000; AID 463212;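 active = growth inhibition of the mutant yeast at or above 50%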;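 also: temperature-sensitive mutant grown at 25 °C; plate controls were DMSO-treated mutant yeast for no effect and medium wells lacking yeast for full effect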
CXCR6 inh – inhibitors of human CXCR6 receptor; O00574; CHO-K1 PathHunter CXCR6 beta-arrestin, luminescence; inhibition, % at 20 µM; hit rate 0.36% among 360,000; in the data active = inhibition above about 34%, passing the limit was not always enough;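 also: antagonist mode with CXCL16 agonist at 10 nM final; 0% = 10 nM CXCL16 with DMSO and 100% = unstimulated wells without agonist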
EBI2 antag – blocks human EBI2 receptor beta-arrestin signaling | P32249 | EBI2 beta-arrestin recruitment, luminescence, 7a,25-OHC stimulated | hit rate 0.81% among 360,000 | inhibition, % at 5 µM; in the data active = inhibition above about 38%;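 also: enzyme fragment complementation signal reports receptor beta-arrestin coupling in cells; 0% = agonist plus DMSO wells and 100% = wells without agonist; some results beyond the cut were filed as inactive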
CCR6 antagonist – CCR6 (human) receptor antagonism; P51684; CHO-K1 CCR6 PathHunter beta-arrestin, luminescence, CCL20-stimulated; inhibition, % at 20 µM; hit rate 0.49% among 340,000; AID 493098;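 active = compounds whose inhibition of the agonist-driven luminescence signal at 20 µM reaches about 50%, limit read from the data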;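 also: cells stimulated with CCL20 at 14 nM final; plate controls were DMSO with CCL20 for no effect and DMSO without agonist for full effect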
Mdm2 MdmX PPI – disrupts the human Mdm2-MdmX interaction | inhibition, % at 8 µM | SaOS-2 split-luciferase Mdm2/MdmX complementation, luminescence | O15151+Q00987 | hit rate 3% among 330,000;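 active = inhibition of at least 50% at 8 µM in the primary screen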
Target sequence (O15151 whole entry, looked up): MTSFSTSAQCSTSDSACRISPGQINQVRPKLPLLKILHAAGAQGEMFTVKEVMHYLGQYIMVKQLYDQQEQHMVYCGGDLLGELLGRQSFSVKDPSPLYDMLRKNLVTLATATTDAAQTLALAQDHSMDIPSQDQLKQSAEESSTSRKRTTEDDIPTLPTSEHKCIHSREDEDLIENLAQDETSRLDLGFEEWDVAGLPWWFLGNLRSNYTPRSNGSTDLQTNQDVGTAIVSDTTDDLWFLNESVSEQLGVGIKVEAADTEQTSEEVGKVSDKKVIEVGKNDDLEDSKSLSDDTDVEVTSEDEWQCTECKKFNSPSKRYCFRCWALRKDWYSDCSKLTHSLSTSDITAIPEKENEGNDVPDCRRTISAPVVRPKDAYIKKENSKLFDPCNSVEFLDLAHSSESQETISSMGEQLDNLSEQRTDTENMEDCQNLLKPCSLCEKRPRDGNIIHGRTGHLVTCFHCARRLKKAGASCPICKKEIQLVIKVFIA
Target sequence (Q00987 whole entry, looked up): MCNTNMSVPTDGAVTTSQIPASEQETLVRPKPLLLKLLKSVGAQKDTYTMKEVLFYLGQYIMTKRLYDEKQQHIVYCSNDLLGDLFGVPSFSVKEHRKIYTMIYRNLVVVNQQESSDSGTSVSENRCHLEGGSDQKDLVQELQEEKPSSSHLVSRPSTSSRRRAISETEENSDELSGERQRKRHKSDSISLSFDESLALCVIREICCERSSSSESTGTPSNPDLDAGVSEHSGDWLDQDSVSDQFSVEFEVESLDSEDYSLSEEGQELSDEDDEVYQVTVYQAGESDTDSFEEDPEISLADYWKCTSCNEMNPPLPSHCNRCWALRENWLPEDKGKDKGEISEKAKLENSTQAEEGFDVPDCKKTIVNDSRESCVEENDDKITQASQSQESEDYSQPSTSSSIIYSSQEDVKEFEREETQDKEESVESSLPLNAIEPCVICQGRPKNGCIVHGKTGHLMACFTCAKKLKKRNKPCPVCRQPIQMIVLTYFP
CHOP UPR activ – activators of apoptotic arm of unfolded protein response (CHOP); CHO-CHOP luciferase reporter, UPR activation, luminescence; percent of tunicamycin response over DMSO baseline; activation, % at 10 µM; hit rate 0.34% among 330,000; AID 449763;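 active = at 10 µM dose, activation of 40% or more, normalized to positive control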;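 also: 100% = tunicamycin at 10 µg/mL and 0% = DMSO alone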
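System: CHO CHOP reporter cells. Amount: 500 cells per well. Buffer or medium: F12 medium, 10% FBS. Compound dosing: one dose, 10 µM in 0.5% DMSO. Incubation: 6 h compound exposure at 37 °C after overnight seeding. Technique: Steady-Glo luciferase luminescence. Benchmarks: tunicamycin and DMSO controls.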
XBP1 UPR activ – activators of adaptive arm of unfolded protein response (XBP1); CHO-XBP1 luciferase reporter, IRE1-XBP1 UPR activation, luminescence; percent of tunicamycin response, DMSO as zero; activation, % at 20 µM; hit rate 0.33% among 330,000; AID 463104;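 active = versus positive control, 20 µM dose yields 30% or more activation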;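 also: 100% = tunicamycin at 10 µg/mL and 0% = DMSO only wells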
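Material: CHO-XBP1 cells stably carrying IRE1-XBP1-driven luciferase reporter | Medium: F12 with 10% serum | Compound dosing: 20 µM single concentration, DMSO 1% | Incubation: Overnight seeding at 37 °C, 6 h compound treatment at 37 °C | Detection: Steady-Glo luminescence read | Read-out basis: % activation of reporter signal versus tunicamycin and DMSO controls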
APJ antagonist – antagonists of human APJ apelin receptor | AID 2521 | hit rate 0.32% among 330,000 | P35414 | inhibition, % at 20 µM | CHO-K1 APJ beta-arrestin complementation, luminescence;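 active = inhibition above about 40% at 20 µM, limit read from the data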;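 also: cells challenged with 10 nM apelin-13 agonist together with compound; plate controls were apelin-13 plus DMSO wells for no effect and DMSO wells lacking apelin-13 for full effect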
APJ agonist – agonists of human APJ apelin receptor; P35414; CHO-K1 APJ PathHunter beta-arrestin, luminescence; 0% DMSO wells, 100% apelin; activation, % at 20 µM; hit rate 0.11% among 330,000; AID 2520;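 active = activation more than six SD over the plate average, tested at 20 µM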;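 also: 0% = DMSO alone and 100% = apelin-13 at 10 nM; some results filed as inactive read as strong as hits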
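assay system = CHO-K1 APJ beta-arrestin complementation cell line | input = cell density 1000 per well | dosing = compound 20 µM once, DMSO 1% | timing = compound 90 min 25 °C, reagent 1 h | measured by = luminescence from split beta-galactosidase complementation, Galacton Star/Emerald II substrate | read-out basis = APJ agonist activity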
The depositor's hits bear a star; . = no result given; & = joins results of further samples.

item	canonical_smiles	tim23-1 inh	CXCR6 inh	EBI2 antag	CCR6 antagonist	Mdm2 MdmX PPI	CHOP UPR activ	XBP1 UPR activ	APJ antagonist	APJ agonist
1	CCOC(=O)c1ccccc1NC(=O)CSc1nc2[nH]ncc2c(=O)[nH]1	11	5	2	6	3	-2.3	-3	12	-1
2	O=C(c1ccc(S(=O)(=O)c2cccc(Cl)c2)c([N+](=O)[O-])c1)N1CCN(c2ccccn2)CC1	29	3	-57	13	73*	-2.0	0	-32	1
3	COc1ccc2c(c1OC)C(=O)OC2C1c2c(cc3c(c2OC)OCO3)CCN1C (stereo unspecified)	20&30	8&4&6	-2&-1&3	18&-5&14	25&17	1.5&-0.4	-1&-7	7&6	-5&-2
4	CCOc1ccc(Nc2cc(Nc3ccccc3OCC)nc(C=C(C#N)C#N)n2)cc1	11	-6	-3	13	1	-0.6	-4	7	-4
5	CCCOc1ccc(NC(=O)C2CC(=O)N/C(=N/N=C(C)/C=C/c3ccc(N(C)C)cc3)S2)cc1 (stereo unspecified)	23	2	-18	7	9	8.0	-3	5	2
6	O=C(CN1C(=O)c2ccccc2S1(=O)=O)NCCc1ccc(F)cc1	6	-2	2	-4	-12	3.8	-3	4	2
7	CCCN(CC(=O)Nc1ccccc1OC)C(=O)CSC(=S)N1CCCC1	20	-10	0	7	7	-1.6	-3	-44	2
8	Cc1ccc(S(=O)(=O)NCC(=O)OCC(=O)N2CC(=O)Nc3ccccc32)cc1	-15	-2	4	-5	21	-0.5	-4	-4	-3
9	Cc1cc(C(=O)CSc2nn3c(=O)c(C(C)(C)C)nnc3s2)c(C)n1C1CC1	28	5	11	22	21	-1.2	-9	-21	-3
10	CN(CCc1cn[nH]c1)Cc1nc(Cc2ccccc2)no1	0	0	-2	12	-17	-0.7	0	-5	-2
11	CCOC(=O)c1nnn(CC(=O)NC(=O)Nc2ccccc2)c1C(=O)OCC	3	0	1	5	-11	-0.2	1	-9	-1
12	CCc1nnc(NC(=O)c2oc3ccccc3c2COC(C)C)s1	33	4	-9	3	5	0.1	-1	10	1
13	COc1ccc2[nH]cc(C3N4CC5(C)CN3CC(C)(C4)C5=O)c2c1 (stereo unspecified)	-14	-10	3	2	14	-1.1	-2	9	3
14	CCCc1oc(C(=O)O)cc1CN1CCCC1	19	-1	-5	-5	10	1.6	-1	16	-2
15	CCCN1C(=O)C(=O)c2cc(C)ccc21	18	-5	-13	1	60*	2.4	16	2	-2
16	CN(Cc1ccco1)C(=O)C(Cc1ccccc1)NS(=O)(=O)c1ccc2c(c1)CCC(=O)N2 (stereo unspecified)	3	-6	-5	-8	-23	-0.9	-3	9	0
17	CCC(C)n1c(NC(=O)c2ccccc2)c(C#N)c2nc3ccccc3nc21 (stereo unspecified)	31	-1	9	-5	42	-1.6	63*	18	-11
18	COc1ccc(Br)cc1S(=O)(=O)N(CC(=O)N1CCN(C)CC1)c1ccccc1	1	-3	-1	-7	15	-0.4	1	2	-2
19	COC(=O)c1ccccc1NC(=O)CNC(=O)c1ccc(OC)c(OC)c1	12	-3	-10	4	16	-0.4	-2	14	0
20	Cc1ccc(S(=O)(=O)N2CCC(=O)N(C(COCc3ccc(Cl)cc3)C(C)C)CC2)cc1 (stereo unspecified)	25	15	19	10	31	-0.6	-1	9	-1

Four entries out of the list, sorted by length of the SMILES, low to high.
item	canonical_smiles	tim23-1 inh	CXCR6 inh	EBI2 antag	CCR6 antagonist	Mdm2 MdmX PPI	CHOP UPR activ	XBP1 UPR activ	APJ antagonist	APJ agonist
14	CCCc1oc(C(=O)O)cc1CN1CCCC1	19	-1	-5	-5	10	1.6	-1	16	-2
4	CCOc1ccc(Nc2cc(Nc3ccccc3OCC)nc(C=C(C#N)C#N)n2)cc1	11	-6	-3	13	1	-0.6	-4	7	-4
9	Cc1cc(C(=O)CSc2nn3c(=O)c(C(C)(C)C)nnc3s2)c(C)n1C1CC1	28	5	11	22	21	-1.2	-9	-21	-3
2	O=C(c1ccc(S(=O)(=O)c2cccc(Cl)c2)c([N+](=O)[O-])c1)N1CCN(c2ccccn2)CC1	29	3	-57	13	73*	-2.0	0	-32	1

Remaining list, next part:
item	canonical_smiles	tim23-1 inh	CXCR6 inh	EBI2 antag	CCR6 antagonist	Mdm2 MdmX PPI	CHOP UPR activ	XBP1 UPR activ	APJ antagonist	APJ agonist
21	Cn1c(NCc2ccco2)nc2ccccc21	3	-6	-9	4	-13	1.1	2	17	-2
22	O=C1c2cccnc2C(=O)N1Cc1ccc2c(c1)OCO2	9	-7	3	-12	15	0.6	-1	-4	-3
23	CCSc1nnc(NC(=O)CSc2nnc(-c3c[nH]c4ccccc34)n2C)s1	-4	8	-4	1	26	3.0	-2	-6	-3
24	CC(O)COc1ccc(/C(=N/O)c2ccccc2)cc1 (stereo unspecified)	7	0	2	2	24	3.8	3	0	-4
25	O=C(CNC(=O)/C(=C\c1ccc(Br)cc1)NC(=O)c1ccccc1)OCc1ccccc1	8	0	-5	4	-24	5.6	-1	-2	3
26	C=CCn1c(SCC(=O)Nc2ccc(S(N)(=O)=O)cc2)nnc1-c1cnccn1	-3	9	-4	6	14	-2.1	-4	18	5
27	CCOC(=O)c1c(C)[nH]c(C)c1C(=O)COC(=O)c1nc2nccc(C)n2n1	23	-3	-4	8	-36	0.6	-2	9	1
28	O=C(c1ccc2c3n(nc2c1)-c1ccc(Cl)cc1CO3)N1CCCCC1	29	6	12	12	-95	2.6	-1	-21	-2
29	CN(C)c1ccc(C(=O)Nc2cccc(S(=O)(=O)N3CCCC3)c2)cc1	32	2	-1	6	-3	4.8	2	-3	-2
30	Cc1onc(-c2c(Cl)cccc2Cl)c1C(=O)Nc1ccc(C(N)=O)cc1	9	-1	8	3	-8	1.1	-2	13	1
31	CCCC(c1nnnn1Cc1ccccc1)N1CCN(c2ccccc2OC)CC1 (stereo unspecified)	23	-4	8	-1	-7	-1.5	-2	9	1
32	O=C1c2ccccc2CCCC12N=NCC2c1cccc2ccccc12 (stereo unspecified)	0	-7	31	17	7	-0.8	1	-17	5
33	CC(=O)c1ccc(-n2c(=O)[nH]c(=O)c3c(N)c(C(=O)c4ccc(Cl)cc4)sc32)cc1	20	7	3	10	35	3.3	3	12	-4
34	Cc1ccc(Nc2nnc(SCC3CCCCO3)s2)cc1 (stereo unspecified)	38	0	59*	5	-43	1.1	3	20	2
35	COc1ccccc1C(=O)COC(=O)c1cc([N+](=O)[O-])ccc1N1CCOCC1	-18	4	10	11	4	-0.5	0	18	1
36	CC(C)(C)c1cn(-c2ccc(F)cc2)c(=S)[nH]1	20	3	-12	4	-12	-0.1	2	1	-3
37	CC(C)c1nnc(NC(=O)c2ccc(S(=O)(=O)N3CCOCC3)cc2)s1	-9	3	-2	0	-24	-0.5	-2	14	-5
38	COc1cccc2cc(-c3nnc(SCC(=O)Nc4cc(C(F)(F)F)ccc4Cl)n3N)oc12	-13	6	22	18	38	-1.5	2	-14	0
39	Cc1ccc(C(=O)OCC(=O)NCC2CCCO2)c(C)c1 (stereo unspecified)	0	-7	-8	-23	20	-0.3	1	-4	0
40	O=C(OCc1ccccc1)/C(=C/c1cccc(Br)c1)NC(=O)c1ccco1	42	14	1	23	9	1.3	-3	-29	-3
41	O=C(CCN1C(=O)/C(=C/c2ccccc2Cl)SC1=S)NC1CCCC1	11	2	4	-7	45	0.4	-5	-17	9
42	CCn1c2ccccc2c2cc(NC(=O)CSc3nnc(-c4ccc(OC)c(OC)c4)n3N)ccc21	13	-15	4	-7	-31	2.3	2	-3	2
43	Cc1ccc(S(=O)(=O)N(C)C)cc1NC(=O)COC(=O)c1ccc2ccccc2n1	5	3	5	8	11	-0.3	-1	-3	0
44	CCCCCCNC(=O)CC(c1ccccc1)c1cc(Br)ccc1O (stereo unspecified)	40	-9	-16	-21	39	0.7	-3	2	-3
45	CCCc1cc(=O)oc2cc(OCC(=O)N(C)C)c(Cl)cc12	-2	0	6	23	12	-0.6	-1	20	-4
46	CCCCc1cc2c(cn1)=C(OC(=O)c1cnc3ccccc3n1)C(C)(OC(=O)CC)C(=O)C=2 (stereo unspecified)	4	.	.	17	24	1.5	-2	-42	11
47	CC(C)NC(=O)c1ccc(-n2c(=S)[nH]c3ccccc3c2=O)cc1	17	.	.	.	0	-0.9	-1	2	-4
48	O=S1(=O)CC/C(=N\Nc2ccccc2)c2ccsc21	33	-2	7	48	28	2.5	4	32	-4
49	COc1ccc(C(=O)CSc2nc(SC)ns2)cc1OC	24	12	1	10	6	2.1	1	9	0
50	CCCC(=O)NC(=S)Nc1ccc(N2CCN(C(=O)c3cccs3)CC2)cc1	44	2	14	15	28	-0.4	-1	-11	3

Molecules shown so far that contain fluorine (3):
item	canonical_smiles	tim23-1 inh	CXCR6 inh	EBI2 antag	CCR6 antagonist	Mdm2 MdmX PPI	CHOP UPR activ	XBP1 UPR activ	APJ antagonist	APJ agonist
6	O=C(CN1C(=O)c2ccccc2S1(=O)=O)NCCc1ccc(F)cc1	6	-2	2	-4	-12	3.8	-3	4	2
36	CC(C)(C)c1cn(-c2ccc(F)cc2)c(=S)[nH]1	20	3	-12	4	-12	-0.1	2	1	-3
38	COc1cccc2cc(-c3nnc(SCC(=O)Nc4cc(C(F)(F)F)ccc4Cl)n3N)oc12	-13	6	22	18	38	-1.5	2	-14	0

The list is partial; the hit share may differ from the screen's.
